SENP8 block-1 = inhibitors of human SENP8 protease; AID 602440; recombinant SENP8, Nedd8 substrate fluorescence; 0.64% of 360,000 active; Q96LD8; inhibition, % at 20 µM; in the data active means inhibition mostly above about 40%, no sharp cut-off; inactive means mostly below about 27%
UBC13 polyUb = blocks human UBC13 polyubiquitin chain formation; P61088; TR-FRET; inhibition, % at 20 µM; 0.47% of 330,000 active; AID 485273; in the data active means inhibition above about 45%, passing the limit was not always enough
Target sequence (P61088 whole entry, looked up): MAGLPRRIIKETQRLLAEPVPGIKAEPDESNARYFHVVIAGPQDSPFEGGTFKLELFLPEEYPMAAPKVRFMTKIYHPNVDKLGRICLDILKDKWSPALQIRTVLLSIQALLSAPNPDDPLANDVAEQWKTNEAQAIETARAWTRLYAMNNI
HKDC1 inhibitor = blocks human hexokinase HKDC1 activity; recombinant HKDC1, G6PDH/diaphorase resazurin coupled fluorescence; 0.16% of 340,000 active; AID 493160; Q2TB90; inhibition, % at 20 µM;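 active means inhibition above about 35% when tested at 20 µM, limit read from the data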;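 further: plate controls were DMSO wells with enzyme for no effect and DMSO wells lacking enzyme for full effect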
Target sequence (Q2TB90 whole entry, looked up): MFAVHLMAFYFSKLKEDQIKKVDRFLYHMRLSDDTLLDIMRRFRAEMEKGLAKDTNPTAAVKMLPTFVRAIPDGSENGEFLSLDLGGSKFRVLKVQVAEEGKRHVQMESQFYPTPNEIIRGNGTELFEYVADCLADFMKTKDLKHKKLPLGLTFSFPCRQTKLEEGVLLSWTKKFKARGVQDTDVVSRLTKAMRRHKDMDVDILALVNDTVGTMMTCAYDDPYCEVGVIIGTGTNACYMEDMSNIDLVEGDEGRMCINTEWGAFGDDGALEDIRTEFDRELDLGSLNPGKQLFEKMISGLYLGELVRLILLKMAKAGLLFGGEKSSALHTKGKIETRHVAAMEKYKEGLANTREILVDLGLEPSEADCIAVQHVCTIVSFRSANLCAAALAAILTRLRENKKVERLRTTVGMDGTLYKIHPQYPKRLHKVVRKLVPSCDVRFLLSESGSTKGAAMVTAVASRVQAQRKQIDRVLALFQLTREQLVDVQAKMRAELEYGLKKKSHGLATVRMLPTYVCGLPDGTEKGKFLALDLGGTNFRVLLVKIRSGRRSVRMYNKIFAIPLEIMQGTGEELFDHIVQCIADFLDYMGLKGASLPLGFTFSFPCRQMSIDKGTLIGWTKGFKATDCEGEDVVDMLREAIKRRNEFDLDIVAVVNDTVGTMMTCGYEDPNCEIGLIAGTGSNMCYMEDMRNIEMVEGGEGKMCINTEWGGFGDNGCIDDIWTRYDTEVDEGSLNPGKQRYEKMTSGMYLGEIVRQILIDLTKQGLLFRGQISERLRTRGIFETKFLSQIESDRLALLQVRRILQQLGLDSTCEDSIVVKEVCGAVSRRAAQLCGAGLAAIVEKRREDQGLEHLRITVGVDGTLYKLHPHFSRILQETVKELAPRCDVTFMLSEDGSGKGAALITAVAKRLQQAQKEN
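Test system: recombinant HKDC1 (HK5) hexokinase enzyme, produced in-house / Doses: 20 µM test compound, 1% DMSO / Timing: 90 min, room temperature / Detection: G6PDH/diaphorase-coupled fluorescence, 1 mM NADP, 100 µM resazurin, 525/613 nm / Control set: DMSO wells with and without enzyme mix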
PfGluPho inh = PfG6PD (Plasmodium falciparum) enzyme inhibition | PfGluPho enzyme, NADPH resazurin-diaphorase fluorescence | inhibition, % at 20 µM | 0.78% of 350,000 active | AID 504690;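 active means inhibition reaching at least a set limit at 20 µM in the primary screen, cut at about 59% in these data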;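 further: 0% = DMSO wells with substrate and 100% = DMSO wells lacking glucose-6-phosphate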
SENP7 block = SENP7 protease inhibition; Q9BQF6; recombinant SENP7, Z-RLRGG-aminoluciferin luminescence, 40 min; inhibition, % at 5 µM; 1.5% of 330,000 active; AID 434973;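 active means inhibition above about 50% at the single test dose, limit read from the data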;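 further: plate controls were DMSO with enzyme for no effect and no enzyme buffer wells for full effect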
MIN6 prolif = MIN6 beta-cell proliferation induction | MIN6 cells proliferation, ATPlite luminescence, 48 h; cells starved in 0.2% serum; 100% = growth in 10% serum | 0.29% of 330,000 active | proliferation, % at 10 µM;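 active means compounds whose signal lies at least 3.5 SD above the mean of all wells on their plate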;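 further: 0% = DMSO-treated cells in low-serum medium and 100% = 10% serum control; some compounds called inactive have numbers as strong as hits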
SENP8 block-2 = inhibitors of human SENP8 protease; AID 2540; purified SENP8, Z-RLRGG-aminoluciferin cleavage, luminescence; inhibition, % at 10 µM; Q96LD8; 1.2% of 330,000 active; in the data active means inhibition above about 50%
SENP1 FRET inh = inhibitors of human SENP1 SUMO protease catalytic domain; recombinant SENP1 catalytic domain, CyPet-SUMO1-YPet FRET cleavage; inhibition, % at 10 µM; 0.21% of 360,000 active; AID 624204;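 active means inhibition at least 30% at 10 µM, raw YFP signal under a set limit, fluorescence ratio 0.5 to 1.5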;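 further: 0% = enzyme with DMSO and 100% = no enzyme wells; some results filed as inactive read as strong as hits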
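System: Recombinant human SENP1 catalytic domain, His6-tagged | Incubation: Enzyme reaction for 50 min at room temperature, dark | Medium: Tris pH 8 with BME, BSA, NP40 and catalase | Also added: 25 nM SUMO1 FRET substrate | Compound: 10 µM single point, 0.5% DMSO | Measured by: FRET fluorescence in CFP and YFP emission channels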
SENP6 inh = SENP6 protease inhibition. Q9GZR1. Recombinant SENP6 catalytic domain, aminoluciferin luminescence. inhibition, % at 10 µM. 1.8% of 330,000 active. AID 2599;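 active means inhibition above about 50% at the single tested dose, limit read from the data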;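 further: plate controls were DMSO wells with enzyme for no effect and DMSO wells lacking enzyme for full effect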
* = called active by the depositor; / = no result given; & = joins results of further samples. Not all compounds are listed; the hit share may differ from the screen's.

SMILES	SENP8 block-1	UBC13 polyUb	HKDC1 inhibitor	PfGluPho inh	SENP7 block	MIN6 prolif	SENP8 block-2	SENP1 FRET inh	SENP6 inh
COC(=O)C1=C(c2ccc3ccccc3c2)C[C@@H]2CC[C@H]1N2C(=O)N1CCCC1	11.2	-5.0	-3.8	-10.1	0.0	-0.3	-16.0	1.5	-13.7
C[C@@H]1C2C[C@@]34COC(=O)C3=CC=C[C@H]4[C@@]13C[C@H](c1ccoc1)O[C@@H]3O2	/	6.0	-7.2	7.7	1.0	-1.0	0.0	/	-8.6
O=P(Nc1cccnc1)(Oc1ccccc1Cl)Oc1ccccc1Cl	11.9	2.6	-4.0	14.3	-1.8	0.0	4.6	0.7	3.0
COC(=O)Cn1cc(C=C2C(=O)N(C)C(=O)N(C)C2=O)c2ccccc21	/	-10.0	0.4	-8.6	-10.9	0.5	-7.1	/	-27.6
CN(C)c1nc(N(C)C)nc(N(C#N)CCCl)n1	10.6	1.0	-5.6	9.0	-0.2	0.0	-0.6	0.7	4.1
O=C1CSC2(CN3CCC2CC3)N1 (stereo not drawn)	21.0	-10.7	-0.6	2.1	-8.5	0.7	-11.6	-0.3	-22.8
O=C1Nc2cc(C(=O)N3CCC4(CC3)OCCO4)ccc2NC1CSCc1cccc(F)c1 (stereo not drawn)	/	-5.8	/	/	1.1	-7.4	11.7	/	0.6
COc1c(/C=C2/C(=O)NC(=O)N(C)C2=O)c(CCN(C)C(=O)c2ccccc2)cc2c1OCO2	10.4	-8.6	0.7	1.9	-4.8	5.3	6.8	1.3	4.5
CC(C)=CCN1CC[C@@]2(C)c3cc(O)ccc3C[C@@H]1C2C (stereo partly drawn)	4.6	-1.0	2.4	10.1	-3.5	3.1	-6.5	1.0	5.2
CC(=O)C1CCC2C3CCC4CC(O)CCC4(C)C3C(=O)CC12C (stereo not drawn)	8.0	/	-9.3	-2.3	/	/	/	-0.4	/
O=C1CC(=O)N(c2ccc(Cl)cc2)C(=O)N1	-10.2	-6.0	-3.6	-22.0	-3.8	-0.2	-7.5	-25.8	11.1
CN1CCc2nc(SCc3ccccc3Br)c(C#N)cc2C1	-325.6	17.8	-0.8	23.1	0.4	-5.3	-3.9	-46.7	6.6
O=P(/C(=N/O)N1CCCCC1)(N1CCOCC1)N1CCOCC1	13.7	-4.8	-1.0	0.6	-14.8	-0.9	-6.6	2.0	-11.7
COc1ccccc1N1CCN(Cc2ccccc2Cl)CC1	-11.1	-3.2	-2.2	7.0	-3.5	3.8	-2.2	35.0*	-3.0
Cn1c(O)c(C=Nc2cccc(C(F)(F)F)c2)c(=O)n(C)c1=O	-20.8	1.7	-7.4	0.1	11.8	-5.8	-4.2	-1.0	-4.7
COC(=O)C1=C(c2ccc(C(C)=O)cc2)C[C@@H]2CC[C@H]1N2C(=O)NCCCOC(C)C	4.7	5.1	-6.8	4.0	-0.6	-5.5	5.3	2.7	-3.8
CCCC(C)CC1(CCO)C(=O)NC(=S)NC1=O (stereo not drawn)	15.6	/	-2.0	-0.7	/	/	/	0.5	/
O=P(Nc1ccccc1)(Nc1ccccc1)Oc1ccc(Cl)cc1	12.6	8.9	-7.4	5.6	-0.2	-3.8	2.6	3.0	3.5
O=[N+]([O-])/C=C/c1c(Cl)cccc1Cl	7.0	/	0.0	101.3*	/	/	/	2.5	/
CC12C=CC(=O)C=C1CCC1C2C(O)CC2(C)C1CCC2(C)O (stereo not drawn)	15.2	/	-6.2	-0.8	/	/	/	0.6	/
C=CCN1CC[C@]23c4c5ccc(O)c4O[C@H]2C(=O)CC[C@@]3(O)[C@H]1C5	4.8&-12.5	-5.5	0.7&-6.3	11.7&12.6	5.7	-3.0	1.1	1.5&2.1	3.6
CCC(=Nc1ccc2c(c1)CCC2)c1c(O)n(C)c(=O)n(C)c1=O	19.7	1.4	-1.2	-3.9	4.3	1.8	5.8	-0.2	7.7
Cc1ccc(S(=O)(=O)N2CCCC2c2cccnc2)cc1 (stereo not drawn)	11.0	-2.7	-3.4	6.7	-7.3	-0.8	-7.0	3.5	-23.5
O=C(c1ccc(CS(=O)(=O)c2ccc(Br)cc2)o1)N1CCC2(CC1)OCCO2	11.6	-51.4	4.0	-12.8	2.2	-0.6	-3.9	1.5	-15.9
CC1CCC(C(C)C)C(OC(=O)COC(=O)c2ccccc2N)C1 (stereo not drawn)	-387.4	3.1	0.2	19.7	-4.2	-2.8	-14.0	-1.1	-8.5
COc1ccc(N2C(=O)NC(=O)/C(=C\c3cn(CC(=O)N4CCOCC4)c4ccccc34)C2=O)c(OC)c1	7.5	-9.0	9.3	20.1	-9.8	-1.1	6.7	-1.6	11.6
CC1[C@H]2Cc3ccc(O)cc3[C@]1(C)CCN2CCc1ccccc1 (stereo partly drawn)	4.0	6.5	-0.6	5.5	-2.9	-0.2	1.5	-1.1	-4.0
CCC(=NCCC(c1ccccc1)c1ccccc1)c1c(O)[nH]c(=O)[nH]c1=O	14.6	-10.1	-5.7	5.2	-8.7	0.0	-12.2	-1.7	-17.7
CCCCn1c(O)c(C(C)=Nc2ccc3c(c2)CCC3)c(=O)[nH]c1=O	11.4	-2.2	-3.6	-11.6	7.0	1.0	-7.9	1.5	1.9
O=C1NC(=O)N(Cc2ccccc2)C(=O)C1Cc1ccccc1 (stereo not drawn)	11.4	/	-4.0	17.9	/	/	/	1.8	/
O=c1[nH]c(=O)n(CCC2=CCCCC2)c(O)c1C=NC1CCN(Cc2ccccc2)CC1	5.9	2.3	-3.3	7.5	8.6	-1.6	-13.4	-6.3	-34.1
NC(=Nc1ccccc1)NN=Cc1c[nH]c2ccccc12	10.2	/	-6.3	35.5	/	/	/	1.1	/
COc1cc(CN=Cc2c(O)n(C(C)(C)C)c(=O)[nH]c2=O)cc(OC)c1	14.1	0.2	6.5	7.2	-3.3	-1.2	-4.7	-2.4	-4.3
COc1ccc(C2=NCC(=O)N(CC(=O)NCc3ccco3)c3sc4c(c32)CCCC4)cc1	-6.0	-11.9	-1.4	11.6	-10.7	-2.6	-4.4	-0.5	-3.1
Cc1nn(Cc2ccccc2)c(Cl)c1C(=O)OC(C)C(=O)Nc1ccc(F)cc1Cl (stereo not drawn)	3.4	12.4	13.8	-2.5	-5.2	0.5	-1.0	1.1	-0.3
CCOC(=O)c1c(C)n(Cc2ccco2)c2c1cc(O)c1ccccc12	-82.9	-7.5	14.2	13.5	7.4	-5.1	-0.4	-11.4	9.0
c1ccc2c(c1)cc1ccc3cccc4ccc2c1c34	-476.8	/	4.4	15.3	/	/	/	-59.3	/
COC(=O)Cn1cc(C=C2C(=O)NC(=O)NC2=O)c2ccccc21	28.8	-23.0	1.2	15.4	-19.7	-1.0	-7.9	0.8	-2.1
c1cnc(OCCN2CC2)cn1	11.4	/	-3.6	-9.3	/	/	/	0.8	/
COc1ccc2c3c1O[C@H]1C(=O)CC[C@H]4[C@@H](C2)N(C)CC[C@]314	5.4	-1.1	0.4	0.1	4.6	-3.0	0.5	0.4	2.9
O=C(COc1ccc(Cl)cc1)N1CCN(Cc2ccccc2)CC1	8.3	0.8	8.7	2.3	-0.5	-2.0	1.5	1.1	-16.7
CC(Cc1ccccc1)NCCC(c1ccccc1)c1ccccc1 (stereo not drawn)	8.1	42.6	-3.3	12.7	-13.0	-8.2	-8.2	2.4	-10.1
Cc1ccc(/C=C2\C(=O)NC(=S)N(c3ccc(F)cc3)C2=O)o1	-1.7	-20.6	-0.1	3.3	4.0	0.5	-4.0	-11.6	14.5
O=Cc1c(C(=O)O)n(Cc2ccccc2Cl)c2ccccc12	5.1	-6.7	1.7	-6.5	-4.8	-0.6	-2.4	0.6	-17.2
c1ccc2c3c([nH]c2c1)C1(CCNCC1)NCC3	16.7	-2.1	-3.7	3.9	5.5	-1.3	2.7	-0.2	-1.1
CC(c1ccccc1)(c1ccccc1)c1ccncc1	-2.4	20.5	5.4	5.8	1.7	-0.8	-18.5	0.1	1.8
Oc1c(Cl)cc(Cl)cc1CN1CCN(Cc2ccccc2)CC1	17.5	9.9	-1.7	3.4	7.5	-0.4	-2.8	-1.4	-1.6
CCc1cc(=O)oc2cc(C)cc(OCC(=O)N3CCC(C(=O)O)(c4ccccc4)CC3)c12	-164.3	8.3	-3.5	-11.8	10.8	3.0	-12.2	2.4	-5.3
CN(C)c1ccc(/C=C2\C(=O)NC(=O)N(Cc3ccc(F)cc3)C2=O)cc1	6.9	-16.2	12.4	17.2	-0.8	4.8	4.4	-7.2	-24.4
O=C(Nc1ccccc1)c1cc([N+](=O)[O-])ccc1N1CCNCC1	3.0	-2.1	-4.3	10.9	-4.2	0.7	7.2	-3.1	21.0
COc1ccccc1C=C1C(=O)NC(=S)NC1=O	-19.8	/	-3.3	-9.2	/	/	/	2.8	/
CCOC(=O)C1CCN(/C=C2/C(=O)NC(=S)N(c3cccc(OC)c3)C2=O)CC1	19.5	4.3	-13.4	5.5	-0.7	-2.8	0.8	-1.4	3.2
COc1ccc(CCNC2CCCCC2)cc1OC	17.9	5.9	-5.1	-4.9	-6.3	1.5	-2.2	1.3	-8.9
O=C1NC(=O)N(c2ccccc2)C(=O)/C1=C/C=C/c1ccco1	7.2	-40.0	1.8	30.8	1.0	-1.6	-9.5	-34.8	-2.9
COc1ccc(-n2cnc3cc(C(=O)N4CCC5(CC4)OCCO5)ccc32)cc1	19.4	-10.4	-8.0	11.0	-8.6	-1.5	-10.0	1.6	-9.3
O=c1[nH]c(=O)n(Cc2ccccc2)c(O)c1/C=N/Nc1c(F)c(F)c(F)c(F)c1F	6.4	-3.8	1.7	0.8	2.1	1.4	-10.9	-1.6	-12.6
COC(=O)C(c1ccccc1)N1CCCCCC1 (stereo not drawn)	35.7	0.4	-5.6	-11.2	1.4	-2.8	1.4	2.7	-7.8
CCC12CN3CCN(CC(C3)C1O)C2 (stereo not drawn)	5.0	5.0	9.1	-15.3	2.3	-0.2	1.8	0.2	6.7
COc1ccc(CCN)cc1OC	16.0	1.7	-1.4	-11.5	0.9	0.0	-2.4	1.6	-6.5
CCOP(=O)(OCC)C(O)c1ccc(OC)cc1 (stereo not drawn)	-4.5	-5.1	-0.8	-6.0	-3.2	1.2	8.3	-0.3	6.8

Quoted at random: 5 compounds from above
SMILES	SENP8 block-1	UBC13 polyUb	HKDC1 inhibitor	PfGluPho inh	SENP7 block	MIN6 prolif	SENP8 block-2	SENP1 FRET inh	SENP6 inh
CC(Cc1ccccc1)NCCC(c1ccccc1)c1ccccc1 (stereo not drawn)	8.1	42.6	-3.3	12.7	-13.0	-8.2	-8.2	2.4	-10.1
COc1ccc(CCNC2CCCCC2)cc1OC	17.9	5.9	-5.1	-4.9	-6.3	1.5	-2.2	1.3	-8.9
COC(=O)C(c1ccccc1)N1CCCCCC1 (stereo not drawn)	35.7	0.4	-5.6	-11.2	1.4	-2.8	1.4	2.7	-7.8
CC(c1ccccc1)(c1ccccc1)c1ccncc1	-2.4	20.5	5.4	5.8	1.7	-0.8	-18.5	0.1	1.8
CCOP(=O)(OCC)C(O)c1ccc(OC)cc1 (stereo not drawn)	-4.5	-5.1	-0.8	-6.0	-3.2	1.2	8.3	-0.3	6.8

From PubChem BioAssay
